BioA inh – BioA (M. tuberculosis) enzyme inhibition | inhibition, % at 9.99 µM | AID 602481 | purified M. tuberculosis BioA enzyme, plate reader | hit rate 0.096% among 360,000; in the data active means inhibition above about 40%; inconclusive means no clear call, values can overlap the other calls
UGM FP inh – Mtb UDP-galactopyranose mutase inhibition; purified UGM, fluorescence polarization probe displacement; P9WIQ1; hit rate 0.06% among 320,000; inhibition, % at 10 µM; AID 504406; in the data active means inhibition above about 10%, passing the limit was not always enough; inconclusive means no clear call, values can overlap the other calls
FadD28 binding – blocks FadD28 binding to the bisubstrate probe | fluorescence polarization | inhibition, % at 12.5 µM | hit rate 0.22% among 360,000; in the data active means inhibition above about 8.5%, passing the limit was not always enough; inconclusive means no clear call, values can overlap the other calls
PfHsp40 yeast – compounds rescuing yeast from Plasmodium falciparum HSP40 toxicity; AID 504582; S. cerevisiae expressing PfHsp40, growth rescue, ATP luminescence; growth rescue, % at 12.5 µM; hit rate 0.68% among 340,000; in the data active means growth rescue above about 28%, passing the limit was not always enough; inconclusive means no clear call, values can overlap the other calls;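 further: yeast W303a lacking pdr1 and pdr3 grown in galactose medium; growth measured after three days at 30 °C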
BoNT-F LC inh – blocks Botulinum neurotoxin F light chain protease; hit rate 0.22% among 360,000; inhibition, % at 10 µM; AID 588497; Multiplex microsphere protease cleavage assay, flow cytometry; in the data active means inhibition above about 35%, passing the limit was not always enough; inconclusive means no clear call, values can overlap the other calls; further: plate controls were buffer without enzyme for full effect and enzyme alone for no effect
Anthrax LF prot – anthrax lethal factor protease inhibition. inhibition, % at 10 µM. AID 588501. hit rate 0.12% among 360,000. multiplex microsphere protease cleavage assay, LF; further: plate controls were buffer without enzyme for full effect and enzyme alone for no effect
Target sequence (P15917 whole entry, looked up): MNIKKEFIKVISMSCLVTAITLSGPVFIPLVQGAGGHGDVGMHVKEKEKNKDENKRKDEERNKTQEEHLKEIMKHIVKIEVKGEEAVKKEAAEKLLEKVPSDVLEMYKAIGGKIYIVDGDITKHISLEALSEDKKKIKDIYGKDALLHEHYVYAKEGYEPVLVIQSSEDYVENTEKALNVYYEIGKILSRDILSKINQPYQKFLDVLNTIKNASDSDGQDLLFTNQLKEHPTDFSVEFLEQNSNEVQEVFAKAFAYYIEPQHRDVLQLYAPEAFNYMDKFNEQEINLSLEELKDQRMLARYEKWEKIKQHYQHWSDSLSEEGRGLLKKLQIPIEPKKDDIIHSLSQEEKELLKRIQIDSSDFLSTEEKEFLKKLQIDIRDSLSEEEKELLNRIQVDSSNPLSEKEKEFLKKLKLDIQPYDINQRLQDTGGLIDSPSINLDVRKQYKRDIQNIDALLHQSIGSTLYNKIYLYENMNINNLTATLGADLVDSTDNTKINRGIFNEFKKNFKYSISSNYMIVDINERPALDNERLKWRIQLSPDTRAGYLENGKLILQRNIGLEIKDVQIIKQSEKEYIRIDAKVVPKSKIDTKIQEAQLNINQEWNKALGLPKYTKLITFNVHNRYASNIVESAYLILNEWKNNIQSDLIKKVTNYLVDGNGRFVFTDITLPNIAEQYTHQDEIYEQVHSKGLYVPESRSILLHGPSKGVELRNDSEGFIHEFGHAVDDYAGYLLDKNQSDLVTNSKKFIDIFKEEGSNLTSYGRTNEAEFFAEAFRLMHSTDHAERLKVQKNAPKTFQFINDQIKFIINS
FBA Mtb inh – inhibitors of M. tuberculosis fructose-bisphosphate aldolase | AID 588726 | hit rate 2.3% among 360,000 | inhibition, % at 1 µM | purified M. tuberculosis FBA, fluorescence read-out; in the data active means inhibition above about 27%;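 further: 0% = vehicle and 100% = reference inhibitor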
BoNT A protease – inhibitors of Botulinum neurotoxin A light chain protease; multiplex microsphere protease substrate cleavage, flow cytometry; inhibition, % at 10 µM; hit rate 0.17% among 360,000; AID 588499; further: plate controls were buffer without enzyme for full effect and enzyme alone for no effect
GDH-TPI inh – counter-screen for M. tuberculosis FBA inhibitors: GDH-TPI coupled enzymes. AID 588335. inhibition, % at 4.8 µM. hit rate 1.2% among 360,000. GDH-TPI coupled enzyme counterscreen, NADH absorbance; in the data active means inhibition above about 30%;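 further: 0% = DMSO wells and 100% = wells lacking the enzyme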
An asterisk follows results filed as active; ? = inconclusive; · = no result given. Unless noted, no stated cut-off is given here; in the data, active means inhibition above about 30%; inconclusive means no clear call, values can overlap the other calls; inactive means below that.

Start of the listing, in advance, two compounds:
item | compound | BioA inh | UGM FP inh | FadD28 binding | PfHsp40 yeast | BoNT-F LC inh
1 | Cc1cc(NC(=O)Cn2cnc3c(nnn3-c3cccc(F)c3)c2=O)no1 | -0.9 | 0.1 | -4.9 | 0.1 | -5
2 | N#C/C(=C\c1ccccc1)C(=O)NCCN1CCOCC1 | -0.4 | -3.5 | 0.6 | -0.9 | -3

item | Anthrax LF prot | FBA Mtb inh | BoNT A protease | GDH-TPI inh
1 | -4 | -1 | -0.5 | -1
2 | -5 | 1 | -0.8 | 1

Results, from the first entry:
item | compound | BioA inh | UGM FP inh | FadD28 binding | PfHsp40 yeast | BoNT-F LC inh
1 | Cc1cc(NC(=O)Cn2cnc3c(nnn3-c3cccc(F)c3)c2=O)no1 | -0.9 | 0.1 | -4.9 | 0.1 | -5
2 | N#C/C(=C\c1ccccc1)C(=O)NCCN1CCOCC1 | -0.4 | -3.5 | 0.6 | -0.9 | -3
3 | O=S(=O)(NCc1cc(-c2ccccc2Cl)no1)c1ccccc1 | 1.0 | -0.9 | 0.1 | 0.2 | 17
4 | CC(Sc1nncs1)C(=O)NC1CCCCC1C (stereo unspecified) | 0.4 | 0.9 | -0.4 | -0.2 | 15
5 | O=C(CSc1ccc(-c2ccco2)nn1)c1cccc([N+](=O)[O-])c1 | 1.4 | 2.3 | 0.2 | -0.3 | -8
6 | COc1ccc(NC(=O)N2CCCc3cccc(C)c32)cc1 | -0.5 | -3.5 | -0.8 | 1.2 | 0
7 | CN(C)CCNc1cc(-c2ccncc2)nc2ccccc12 | -1.7 | -1.8 | -0.2 | 0.5 | -14
8 | O=C1c2cccc3c([N+](=O)[O-])ccc(c23)C(=O)N1c1ccccn1 | -2.0 | 2.7 | -14 | 0.5 | 12
9 | CCN(CC)c1nc(SCCOC(=O)Nc2ccccc2)nc(N(CC)CC)n1 | -2.6 | -0.5 | 0.4 | -0.2 | -5
10 | CCn1nnnc1SCC(=O)N1CCCCC1 | -1.0 | · | -0.6 | 1.5 | -13
11 | Cc1c(NC(=S)NC(=O)c2sc3ccccc3c2Cl)cccc1C(=O)O | 0.3 | -1.1 | -3.2 | -1.3 | 1
12 | COc1ccccc1-c1ccc(NC2CCCC2)nn1 | 0.6 | 0.0 | -2.9 | -0.7 | 1
13 | COc1cc(S(=O)(=O)NCc2ccncc2)c(OC)cc1C | -0.5 | -7.2 | 1.1 | -0.5 | 8
14 | Cc1ccc(S(=O)(=O)NC(C)C(=O)OCC(=O)N(C)c2ccccc2)cc1 (stereo unspecified) | -0.3 | 1.8 | -1.6 | 0.3 | -6
15 | C=CCn1c(SCC(=O)OCC)nc(C(F)(F)F)cc1=O | · | 0.4 | -1.2 | -0.9 | -3

item | Anthrax LF prot | FBA Mtb inh | BoNT A protease | GDH-TPI inh
1 | -4 | -1 | -0.5 | -1
2 | -5 | 1 | -0.8 | 1
3 | -4 | -2 | 0.3 | 8
4 | 3 | -1 | 0.6 | 1
5 | -2 | -1 | 1.4 | 3
6 | -2 | 8 | -0.3 | 6
7 | -2 | 1 | 6.3 | 8
8 | 2 | 0 | 2.2 | 23
9 | 6 | 3 | 1.2 | 10
10 | ? | 0 | -1.9 | 2
11 | -5 | -7 | -0.4 | -7
12 | -5 | 1 | 0.6 | 3
13 | -1 | 0 | 1.9 | 0
14 | -2 | -1 | -1.5 | -2
15 | -1 | 1 | -0.3 | 7

The results go on:
item | compound | BioA inh | UGM FP inh | FadD28 binding | PfHsp40 yeast | BoNT-F LC inh
16 | COCCNC(=S)NN=C1CCCCC1 | · | 0.9 | 0.3 | -1.2 | 7
17 | O=C(CN1CCN(c2ccccn2)CC1)Nc1ccc(F)c(F)c1 | 0.4 | -1.6 | 2.6 | 0.1 | -27
18 | O=C(CN(C(=O)CCC(=O)Nc1nccs1)c1ccc(F)c(Cl)c1)NCc1ccco1 | -1.7 | 0.7 | 0.5 | 0.2 | -4
19 | O=C1CC(C(=O)N(c2ccc(F)cc2)C(C(=O)NC2CCCC2)c2ccccn2)CS1 (stereo unspecified) | · | 0.8 | 0.2 | -0.1 | 0
20 | CCN(CC)CCOc1ccc(C=NNc2nc3c([nH]2)c(=O)n(C)c(=O)n3C)cc1 | 0.7 | · | -0.4 | -0.7 | -6
21 | O=C1CC(Nc2ccc(N3CCOCC3)cc2)C(=O)N1CCc1ccccc1 (stereo unspecified) | -1.9 | 0.0 | -2.3 | -0.2 | -12
22 | CC(C)(C)C(=O)NC1CC2CCCC(C1)N2C(=O)Nc1cccc(Cl)c1 (stereo unspecified) | -3.9 | 2.2 | -2.8 | 1.2 | ?
23 | COCCSc1nc2sc3c(c2c(=O)n1-c1ccccc1)CCN(C)C3 | 2.1 | 1.1 | -0.6 | -1.1 | 6
24 | CC(C)C(=O)NNC(=O)c1cc2sccc2s1 | · | -0.4 | -5.1 | 0.6 | ?
25 | COc1ccccc1Oc1ccc(S(=O)(=O)N2CCOCC2)cc1S(=O)(=O)N1CCOCC1 | 1.9 | 0.7 | -2.8 | 0.8 | -2
26 | CCc1oc(C(=O)O)cc1COC | · | -1.3 | -2.3 | 2.3 | -6
27 | CCCC(=O)c1c[nH]c(C(=O)N2CCOCC2)c1 | · | -4.0 | -2.4 | -0.2 | -2
28 | CC1(c2ccc(Cl)cc2)NC(=O)N(CC(=O)Nc2ccc(N3CCCCC3)cc2)C1=O (stereo unspecified) | -0.9 | -1.1 | -1.3 | -1.7 | ·
29 | CN1CCN(C(=O)c2ccc(-c3cnn(C)c3)c3ccoc23)CC1 | 4.4 | · | 0.6 | · | -3
30 | CCOc1ccc(CCNC(=O)c2ccc(CS(=O)Cc3cccc(Cl)c3)o2)cc1 (stereo unspecified) | 1.5 | 1.1 | -1.8 | 0.5 | 3

item | Anthrax LF prot | FBA Mtb inh | BoNT A protease | GDH-TPI inh
16 | -1 | -1 | 0.3 | 5
17 | 12 | 5 | -4.1 | -12
18 | 0 | 0 | 0.0 | 16
19 | -1 | -2 | 1.0 | 10
20 | -2 | 0 | -0.5 | 44*
21 | -2 | 0 | 0.5 | -3
22 | 9 | 1 | -1.1 | 7
23 | 18 | 13 | 11 | 31*
24 | -3 | -3 | -7.3 | 13
25 | -4 | 0 | -0.5 | -5
26 | 4 | -2 | 1.1 | 2
27 | 1 | 0 | 0.1 | -3
28 | · | -2 | · | 4
29 | 0 | 2 | -0.7 | 4
30 | 0 | -1 | 1.3 | 1

(more compounds)
item | compound | BioA inh | UGM FP inh | FadD28 binding | PfHsp40 yeast | BoNT-F LC inh
31 | Cc1cc2oc(=O)cc(CN3CCCc4ccccc43)c2cc1C | -0.3 | 1.7 | -2.8 | -0.5 | ?
32 | O=C(OCn1nnc2ccccc2c1=O)c1ccc2ncsc2c1 | 13 | 0.5 | -5.3 | -0.5 | 4
33 | O=C(Cc1ccsc1)Nc1ccc(Cl)cc1Cl | -0.3 | -5.6 | -0.9 | 0.6 | -1
34 | CC(C)C[C@H]1CNC(=O)C(=O)N1CC1CCN(CCc2ccccc2)CC1 | 2.6 | · | -2.8 | · | -12
35 | Cc1ccnc(Nc2nc(-c3ccc(F)cc3)cs2)c1 | -2.0 | -1.5 | -1.9 | 3.6 | ·
36 | C/C=C/c1ccc(OCCCCOc2ccccc2F)c(OC)c1 | · | -0.1 | -2.6 | -1.5 | 0
37 | COc1ccc(CNC(=S)NC2CCCC2)cc1 | -3.2 | 2.2 | 0.9 | -0.4 | 0
38 | C=CCN(CC=C)Cc1c(O)ccc2c1oc(=O)c1ccccc12 | 6.6 | 1.8 | -1.0 | 0.3 | 6
39 | COc1ccc(S(=O)(=O)N2CCCCCC2)cc1C(=O)N(C)CCOc1ccccc1 | -2.2 | 1.3 | 2.8 | -0.6 | ?
40 | Nc1nc(N)nc(C2C=CCCC2)n1 (stereo unspecified) | -1.6 | · | -0.4 | -0.8 | 2
41 | Cc1cccc(-c2nc(CN3CCCC(C(=O)NC4CCCCCC4)C3)c(C)o2)c1 (stereo unspecified) | · | -2.1 | -1.6 | -1.4 | ·
42 | Cc1cccc(NC(=S)Nc2ccccn2)c1C | · | -0.5 | -1.9 | -1.9 | -2
43 | CC(C)CN1C(=O)C(NC(=O)C2CC2)(C(F)(F)F)C2=C1CC(C)(C)CC2=O (stereo unspecified) | -2.3 | -0.8 | -0.7 | -1.1 | 12
44 | O=C(NCCNc1ccc([N+](=O)[O-])cc1C(F)(F)F)c1ccccc1 | · | · | -1.2 | 1.7 | -2
45 | O=C(NCc1ccccc1)c1cnsn1 | -2.3 | -0.6 | 0.1 | 6.0 | -14

item | Anthrax LF prot | FBA Mtb inh | BoNT A protease | GDH-TPI inh
31 | ? | -3 | ? | 13
32 | 0 | 0 | 0.4 | -7
33 | -1 | 6 | -0.1 | -4
34 | -11 | 0 | -0.9 | ·
35 | · | 4 | · | 16
36 | -1 | -4 | -0.1 | 4
37 | -1 | 1 | -0.5 | 8
38 | 3 | 3 | 0.4 | 13
39 | ? | 1 | ? | 6
40 | 0 | 4 | -0.4 | 7
41 | · | 0 | · | 4
42 | -1 | 0 | -0.2 | -3
43 | 10 | 0 | 1.9 | 9
44 | 2 | -1 | 0.2 | 11
45 | -2 | -1 | 0.4 | 2

Exported screen by screen: entries from further up.
38) C=CCN(CC=C)Cc1c(O)ccc2c1oc(=O)c1ccccc12
32) O=C(OCn1nnc2ccccc2c1=O)c1ccc2ncsc2c1
Assay by compound	38	32
BioA inh	6.6	13
UGM FP inh	1.8	0.5
FadD28 binding	-1.0	-5.3
PfHsp40 yeast	0.3	-0.5
BoNT-F LC inh	6	4
Anthrax LF prot	3	0
FBA Mtb inh	3	0
BoNT A protease	0.4	0.4
GDH-TPI inh	13	-7

More compounds follow.
item | compound | BioA inh | UGM FP inh | FadD28 binding | PfHsp40 yeast | BoNT-F LC inh
46 | CCN1CCN(c2nc3c(c(=O)n(C)c(=O)n3C)n2CCSc2nccc(C)n2)CC1 | -0.9 | -0.7 | -4.2 | -0.7 | -5
47 | CCOC(=O)C1=C(O)/C(=C\c2cccc(OC)c2)N=C1C | 0.4 | -0.6 | -0.9 | -0.2 | 15
48 | CN(C)c1ccc(CNc2ccc3c(c2)ncn3C(C)(C)C)cc1 | 1.5 | -1.0 | -2.7 | 1.5 | -66
49 | COc1ccc(S(=O)(=O)NCC(c2ccc3c(c2)OCO3)N2CCOCC2)cc1 (stereo unspecified) | 0.4 | -0.4 | -3.9 | 0.1 | 22
50 | CN1CCN(C(=O)Nc2cccc(-c3ccccc3)c2)CC1 | -1.8 | 5.8 | -0.8 | -0.2 | -1
51 | O=C(COC(=O)c1cccc(S(=O)(=O)N2CCOCC2)c1)Nc1ccc2c(c1)OCO2 | 0.2 | 5.2 | -3.0 | -0.4 | ·
52 | COc1ccc(/C=N/Nc2nc(N3CCCCC3)nc(N3CCCCC3)n2)cc1[N+](=O)[O-] | -1.5 | 0.0 | -0.1 | 1.1 | -2
53 | CCCCCC(=O)Nc1ccccc1N1CCN(c2ccccc2)CC1 | -0.6 | 1.6 | -1.2 | 0.6 | -35
54 | O=C1CCCN1CCCNc1ncnc2sccc12 | · | -0.5 | -0.6 | -1.9 | 2
55 | COc1ccc(NC(=O)CCCC2=NS(=O)(=O)c3ccccc3N2)cc1 | 1.0 | 0.2 | -2.6 | -1.0 | -8
56 | CCOC(=O)c1sc(N(C)C)nc1-c1ccccc1 | -2.2 | 4.0 | 0.6 | 0.1 | -30
57 | COc1cc(C2=NOC(C(=O)Nc3cc(C)on3)C2)cc(OC)c1OC (stereo unspecified) | 0.7 | 0.1 | -2.2 | -1.6 | 2

item | Anthrax LF prot | FBA Mtb inh | BoNT A protease | GDH-TPI inh
46 | -1 | -3 | -0.2 | -10
47 | -1 | 0 | 0.9 | 14
48 | -25 | 5 | -8.0 | 11
49 | 7 | -1 | 5.8 | 1
50 | -4 | -2 | 0.6 | -3
51 | · | 3 | · | 6
52 | -2 | 1 | 0.1 | 16
53 | -12 | -1 | -3.7 | 7
54 | 2 | -1 | -0.3 | 0
55 | -6 | -1 | -0.6 | -17
56 | -3 | 39* | -0.7 | 14
57 | -2 | -6 | -0.5 | -10

From PubChem BioAssay
